Bioassay records as filed in PubChem.
NLRP3 yeast inh = NALP3 inhibition in yeast. Yeast reconstituted NLRP3/ASC/caspase-1, beta-gal luminescence, 24 h. actives 0.39% (n = 330,000). inhibition, % at 10 µM;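 active = inhibition of 50% or more; inactive = inhibition below 50%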;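 note: plate controls were induced DMSO wells for no effect and uninduced yeast grown without galactose for full effect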
APJ ag = APJ receptor agonism; P35414; CHO-K1 APJ PathHunter beta-arrestin, luminescence; 0% DMSO wells, 100% apelin; activation, % at 20 µM; actives 0.11% (n = 330,000); AID 2520;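 active = activation more than six SD over the plate average, tested at 20 µM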;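 note: 0% = DMSO alone and 100% = apelin-13 at 10 nM; some results filed as inactive read as strong as hits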
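Material: engineered CHO-K1 APJ arrestin reporter cells; amount: 1000 CHO-K1 reporter cells seeded per well; incubation: compound stimulation 90 min at 25 °C, detection 60 min; signal: luminescent beta-gal fragment complementation, chemiluminescent substrate; read-out basis: APJ agonist activity; controls: DMSO-only wells as negative, 10 nM Apelin-13 as positive control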
UPR CHOP act = apoptotic UPR (CHOP) activation | CHO-CHOP luciferase reporter, luminescence; percent of tunicamycin response over DMSO baseline | activation, % at 10 µM | actives 0.34% (n = 330,000) | AID 449763;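 active = at 10 µM dose, activation of 40% or more, normalized to positive control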;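 note: 100% = tunicamycin at 10 µg/mL and 0% = DMSO alone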
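assay system = CHO CHOP reporter cells | amount = 500 CHO-CHOP cells per well | buffer or medium = F12 with 10% FBS | incubation = 16-18 h cell attachment, then 6 h compound exposure, 37 °C | detection = luminescence read with Steady-Glo | read-out = percent activation relative to tunicamycin control | controls = tunicamycin high control, DMSO low control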
GRIN3A LBD mod = NR3A (human) ligand-binding domain modulation | NR3A LBD differential scanning fluorimetry, Tm shift; 0% = protein alone, 100% = glycine-bound protein | Tm shift relative to glycine control, % at 25 µM | actives 2.5% (n = 340,000) | AID 1259313;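 active = melting temperature shift of at least 10% of the positive control shift, at one fixed dose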
XBP1 UPR activ = activators of adaptive arm of unfolded protein response (XBP1); actives 0.33% (n = 330,000); activation, % at 20 µM; AID 463104; CHO-XBP1 luciferase reporter, IRE1-XBP1 UPR activation, luminescence; percent of tunicamycin response, DMSO as zero;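 active = versus positive control, 20 µM dose yields 30% or more activation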;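 note: 100% = tunicamycin at 10 µg/mL and 0% = DMSO only wells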
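Assay system: IRE1-XBP1 luciferase reporter CHO line. Input: 1000 cells/well. Buffer or medium: F12 with 10% serum. Doses: 20 µM, 1% DMSO. Times: overnight seeding at 37 °C, 6 h compound treatment at 37 °C. Technique: Steady-Glo luciferase glow luminescence, 10 min after reagent addition.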
TIM10 inh = growth inhibitors of TIM10 yeast strain | inhibition, % at 10 µM | actives 1.4% (n = 330,000) | S. cerevisiae TIM10 strain growth, BacTiter-Glo luminescence, 24 h;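 active = inhibition of 40% or more at the single tested concentration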;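 note: wild-type TIM10 isogenic control strain grown at permissive 25 °C; 0% = DMSO yeast wells and 100% = minimal medium wells without yeast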
tim10-1 inh = inhibits growth of tim10-1 mutant yeast; actives 2.2% (n = 330,000); inhibition, % at 20 µM; S. cerevisiae tim10-1 ts strain growth, BacTiter-Glo, 24 h;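 active = inhibition of at least 40%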;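 note: mutant grown at 25 °C; 0% = DMSO wells with yeast and 100% = wells holding no yeast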
tim23-1 inh = tim23-1 yeast growth inhibition | AID 463212 | inhibition, % at 20 µM | S. cerevisiae tim23-1 growth, BacTiter-Glo luminescence, 24 h | actives 1.3% (n = 330,000);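 active = growth inhibition of the mutant yeast at or above 50%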;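 note: temperature-sensitive mutant grown at 25 °C; plate controls were DMSO-treated mutant yeast for no effect and medium wells lacking yeast for full effect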
Mdm2 MdmX PPI = human Mdm2/MdmX binding inhibition | O15151+Q00987 | SaOS-2 split-luciferase Mdm2/MdmX complementation, luminescence | inhibition, % at 8 µM | actives 3% (n = 330,000) | AID 485346;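 active = inhibition of at least 50% at 8 µM in the primary screen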
Target sequence (O15151 whole entry, looked up): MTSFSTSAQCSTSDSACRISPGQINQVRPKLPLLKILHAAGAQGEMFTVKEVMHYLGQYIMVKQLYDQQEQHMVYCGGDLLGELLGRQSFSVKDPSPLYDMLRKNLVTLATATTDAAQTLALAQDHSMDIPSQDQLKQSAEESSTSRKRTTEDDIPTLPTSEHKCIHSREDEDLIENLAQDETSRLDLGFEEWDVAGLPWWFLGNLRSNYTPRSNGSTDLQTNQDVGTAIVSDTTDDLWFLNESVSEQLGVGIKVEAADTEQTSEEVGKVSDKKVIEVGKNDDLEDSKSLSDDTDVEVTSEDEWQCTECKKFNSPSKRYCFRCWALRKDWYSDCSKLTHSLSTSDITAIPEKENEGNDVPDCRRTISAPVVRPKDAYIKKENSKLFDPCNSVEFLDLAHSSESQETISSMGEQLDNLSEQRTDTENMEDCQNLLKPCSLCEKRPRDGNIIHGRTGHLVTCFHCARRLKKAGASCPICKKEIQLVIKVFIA
Target sequence (Q00987 whole entry, looked up): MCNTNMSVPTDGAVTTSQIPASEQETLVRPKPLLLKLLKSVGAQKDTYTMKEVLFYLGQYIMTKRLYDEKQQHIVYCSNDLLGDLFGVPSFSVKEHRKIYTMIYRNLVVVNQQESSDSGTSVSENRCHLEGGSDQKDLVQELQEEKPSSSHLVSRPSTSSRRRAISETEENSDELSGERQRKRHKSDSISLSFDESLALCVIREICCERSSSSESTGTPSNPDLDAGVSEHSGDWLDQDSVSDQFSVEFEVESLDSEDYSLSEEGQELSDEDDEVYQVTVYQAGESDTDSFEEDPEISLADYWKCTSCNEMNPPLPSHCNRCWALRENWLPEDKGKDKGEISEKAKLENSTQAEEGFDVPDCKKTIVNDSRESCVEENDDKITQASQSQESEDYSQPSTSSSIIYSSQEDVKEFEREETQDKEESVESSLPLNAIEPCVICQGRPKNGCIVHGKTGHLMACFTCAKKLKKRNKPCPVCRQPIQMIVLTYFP
An asterisk follows results filed as active; x = no result given.

SMILES	NLRP3 yeast inh	APJ ag	UPR CHOP act	GRIN3A LBD mod	XBP1 UPR activ	TIM10 inh	tim10-1 inh	tim23-1 inh	Mdm2 MdmX PPI
COc1ccc(CNC(=O)CCCCCNC(=O)N2CCn3c2nc2ccccc23)cc1	8	-4	-0.9	1	-5	-2	10	7	9
O=C(CCCn1c(=S)[nH]c2cc3c(cc2c1=O)OCO3)NCCc1ccccc1Cl	-8	-2	-0.4	-3	3	13	16	11	22
Cc1cccc(C)c1NC(=O)CNC(=O)C(Cc1ccccc1)NC(=O)c1ccccc1 (centres undefined)	2	-9	1.5	0	-3	3	-1	2	1
CCCNC(=O)CSc1nc(COc2ccccc2)nc2ccccc12	42	0	-2.1	1	-2	-21	24	11	-26
O=S(=O)(N1CCCCCC1)N1CCNCC1	3	-2	-0.1	0	-2	2	8	13	-8
COc1ccccc1C(=O)COC(=O)c1ccc(Cl)nc1	16	-3	2.6	0	4	12	27	21	-20
O=C(O)c1ccccc1C(=O)NC1=NN(c2ccccc2)CC1	13	-2	-3.8	1	0	-8	-10	-9	0
Nc1cc(=O)[nH]c(SCc2csc(-c3ccccc3)n2)n1	10	3	3.1	-4	-2	-4	7	2	15
NC(=O)CSc1nnc(Cc2ccc3c(c2)OCO3)o1	0	-2	-0.3	-1	-9	4	-5	4	-2
COc1ccc(C=O)cc1COc1c(F)c(F)cc(F)c1F	9	0	-0.8	0	2	22	15	15	9
COc1ccc(-c2c(NC(C)=O)n(C)c3ccccc3c2=O)cc1	4	-3	-2.2	-3	0	3	1	21	-6
NS(=O)(=O)c1cccc(NC(=O)COC(=O)Cc2n[nH]c(=O)c3ccccc23)c1	13	-2	1.0	-2	-1	2	-97	7	-23
COC(=O)C(C)NC(=O)C12CC3CC(C1)CC(c1ccc(C)cc1)(C3)C2 (centres undefined)	21	-1	-0.1	0	0	21	39	30	-4
COc1ccc(NC(=O)C(Sc2nnc3ccccn23)c2ccccc2)cc1Cl (centres undefined)	13	-1	3.6	1	-4	-14	-5	6	20
CCN(CC)CCn1c(SCC(=O)NCCC2=CCCCC2)nc2c(sc3ccccc32)c1=O	14	-3	0.1	-3	0	9	29	41	29
c1ccc(Cc2nn[nH]n2)cc1	7	-3	-2.8	-3	-6	-4	-16	12	7
O=C(CSc1nccn1-c1ccccc1)NCc1ccc(F)cc1	-9	-1	0.3	1	-1	17	19	6	-5
Cc1scc(C(=O)N/N=C/c2ccc(OC(C)C)cc2)c1C	18	-3	4.8	8	5	24	34	28	-29
CN(CC(=O)Nc1cccc(Cl)c1)S(=O)(=O)c1ccc2[nH]c(=O)oc2c1	1	-3	-0.6	6	-3	2	11	10	25
C=C(C)CSc1nc2ccccc2[nH]1	24	-3	2.6	-5	1	11	-9	0	-8

Already shown: 6 of the compounds above.
SMILES	NLRP3 yeast inh	APJ ag	UPR CHOP act	GRIN3A LBD mod	XBP1 UPR activ	TIM10 inh	tim10-1 inh	tim23-1 inh	Mdm2 MdmX PPI
COc1ccc(-c2c(NC(C)=O)n(C)c3ccccc3c2=O)cc1	4	-3	-2.2	-3	0	3	1	21	-6
NS(=O)(=O)c1cccc(NC(=O)COC(=O)Cc2n[nH]c(=O)c3ccccc23)c1	13	-2	1.0	-2	-1	2	-97	7	-23
COC(=O)C(C)NC(=O)C12CC3CC(C1)CC(c1ccc(C)cc1)(C3)C2 (centres undefined)	21	-1	-0.1	0	0	21	39	30	-4
COc1ccc(NC(=O)C(Sc2nnc3ccccn23)c2ccccc2)cc1Cl (centres undefined)	13	-1	3.6	1	-4	-14	-5	6	20
CCN(CC)CCn1c(SCC(=O)NCCC2=CCCCC2)nc2c(sc3ccccc32)c1=O	14	-3	0.1	-3	0	9	29	41	29
c1ccc(Cc2nn[nH]n2)cc1	7	-3	-2.8	-3	-6	-4	-16	12	7

(next part)
SMILES	NLRP3 yeast inh	APJ ag	UPR CHOP act	GRIN3A LBD mod	XBP1 UPR activ	TIM10 inh	tim10-1 inh	tim23-1 inh	Mdm2 MdmX PPI
CCOc1cc(N2CCOCC2)c(OCC)cc1NC(=O)c1ccc(S(=O)(=O)N(C)C)cc1	14	-1	0.1	0	-3	-9	9	5	-8
Cc1cccc(C)c1NC(=O)CN(C)C(=O)CSC(=S)N1CCCC1	3	-4	1.0	0	-1	9	28	10	17
Cc1ccc(/C=C/c2nc3ccccc3[nH]2)o1	3	4	3.7	-39	1	30	26	19	-56
O=C(NCCCl)Nc1cccnc1Cl	13	0	0.4	1	-1	16	2	0	12
CCOc1cc(C=O)ccc1OCCCN1C(=O)NC(C)(C)C1=O	2	1	0.4	1	2	8	-24	3	-6
CCCN(CC(=O)Nc1ccccc1OC)C(=O)CCC(=O)c1ccc(Cl)s1	12	-5	2.1	0	-3	9	11	18	8
CCN(CC)C(=O)c1c([N+](=O)[O-])c(C(C)(C)C)nn1C	11	0	1.0	1	-1	-2	8	8	-8
CC1CCC(NC(=O)Cn2cc3c(n2)CCCC3)CC1 (centres undefined)	7	-4	0.3	0	-1	8	-3	15	-33
Cc1cnc(C(=O)Nc2ccc(OC(F)(F)F)cc2)cn1	21	-1	3.0	-1	-3	-11	-1	-11	15
CN1C(=O)C(N=Nc2ccccc2C(=O)O)N(C)C1=S (centres undefined)	31	-5	1.2	5	-1	5	-8	11	-13
O=C(NCCSc1ncc(-c2ccccc2)[nH]1)c1ccco1	14	0	4.0	3	4	-12	-11	-9	12
O=C(NN1CCOCC1)c1cn(-c2ccccc2)nc1-c1cccs1	-24	-4	-0.1	0	1	-2	3	5	10
Cc1ccc(/C=N/n2cnc3sc(-c4ccccc4)cc3c2=O)o1	37	-2	5.6	1	2	-70	-64	-8	-64
O=C(CN1C(=O)NC2(CCCC2)C1=O)OCCOc1ccc(Cl)cc1	15	-2	0.2	3	-1	-5	5	10	9
COc1cccc(C2CC(=O)C3=C(C2)Nc2ccccc2N(C(=O)CCC(=O)O)C3c2ccc(F)cc2)c1 (centres undefined)	-3	-1	1.8	1	-2	6	-1	12	-16
Cc1nn(-c2ccc(F)cc2)c2sc(C(=O)O)cc12	4	0	-0.2	0	-5	7	14	8	4
CC1CC(=O)NN=C1c1ccc(NCCO)c([N+](=O)[O-])c1 (centres undefined)	11	-3	0.0	-2	5	2	3	-5	-4
CCOC(=O)N1CCN(CC(O)COc2ccc(OC)cc2C(C)(C)C)CC1 (centres undefined)	4	-3	-2.8	0	-2	-3	17	20	21
CCOC(=O)c1c(NC(=O)COC(=O)c2nc(Cl)ccc2Cl)sc(C(=O)N(C)C)c1C	16	5	-1.5	2	-4	6	11	5	-14
O=C(C1=C[C@H](c2ccc(Br)cc2)C[C@H](OCc2ccc(CO)cc2)O1)N1CCN(Cc2ccc3c(c2)OCO3)CC1	16	-3	4.8	-4	1	17	20	29	37
CC(C)c1c(O)c2c(n(-c3ccccc3)c1=O)CCCC2	9	-2	0.0	2	-2	-5	8	7	24
CCCC(=O)Nc1ccc(NC(=O)C2CC2)cn1	5	-4	7.0	0	0	4	18	17	1
CCOC(=O)CNC(=O)CSc1nnc(Cn2c(=O)sc3ccccc32)n1C	-3	-2	0.8	-1	1	3	9	8	-5
C=C1CCN([C@@H](CC(C)C)C(=O)N2CCCC2)S(=O)(=O)c2ccccc21	-11	3	2.8	1	0	14	22	34	-10
Cc1oc(-c2ccccc2F)nc1CS(=O)CC(=O)NCc1ccccn1 (centres undefined)	-8	-3	0.2	4	-2	9	-9	2	-28
O=C(CC1C(=O)NCCN1Cc1ccc(-c2ccccc2)cc1)NCCc1ccccn1 (centres undefined)	11	-2	-0.5	-3	4	18	14	16	3
COc1ccc(NS(=O)(=O)c2cc(NC(=O)Cc3c(F)cccc3Cl)ccc2OC)cc1	-8	-3	-1.9	-5	0	10	11	16	31
CCNC(=S)N1CCC(c2nc3ccccc3s2)CC1	-1	3	1.3	x	-3	-1	8	32	-24
CCCC(OC(=O)CN1C(=O)COc2ccccc21)C(=O)NC1CCCC1 (centres undefined)	9	-1	-2.7	0	-1	13	1	10	4
O=C(Cc1ccccc1)N/N=C/c1ccc2c(c1)OCO2	13	2	2.4	-3	-3	-1	18	13	-70
CCC1(c2ccc(Cl)cc2)NC(=S)N(c2ccc(C)c(C)c2)N1 (centres undefined)	11	3	-1.5	-1	-2	2	27	29	-6
CSc1nc2c(c(=O)[nH]c(=O)n2C)n1Cc1ccccc1Cl	4	-2	-1.9	-1	-2	-26	-21	10	21
Cc1ccc(NC(=O)CCCn2c(=O)oc3ccccc32)c(O)c1	-11	-7	0.8	-24	-1	15	11	16	-21
COc1ccc(-c2cccc(-c3cc(=O)oc4cc5c(cc34)OCO5)c2)cc1	x	x	1.9	0	6	-3	5	37	54*
COc1cc(C(O)c2nc3ccccc3n2C(C)C)cc(OC)c1OC (centres undefined)	-11	-3	0.2	-1	0	0	0	1	-3
COc1ccc(OC)c(C2C(C(=O)c3ccc(C)o3)=C(O)C(=O)N2c2cc(C)on2)c1 (centres undefined)	-16	-3	1.2	1	-3	-2	29	21	-5
O=C(NNC(=O)c1csc(N2CCOCC2)n1)c1ccc(=O)[nH]c1	1	-3	1.1	0	-1	1	2	12	26
CC1c2cc3c(cc2CCN1C(=O)c1ccc(C(F)(F)F)cc1)OCCCO3 (centres undefined)	18	2	-0.7	1	-3	-2	23	17	23

Fetched by compound from above (four):
SMILES	NLRP3 yeast inh	APJ ag	UPR CHOP act	GRIN3A LBD mod	XBP1 UPR activ	TIM10 inh	tim10-1 inh	tim23-1 inh	Mdm2 MdmX PPI
COc1cc(C(O)c2nc3ccccc3n2C(C)C)cc(OC)c1OC (centres undefined)	-11	-3	0.2	-1	0	0	0	1	-3
CCC1(c2ccc(Cl)cc2)NC(=S)N(c2ccc(C)c(C)c2)N1 (centres undefined)	11	3	-1.5	-1	-2	2	27	29	-6
COc1ccc(OC)c(C2C(C(=O)c3ccc(C)o3)=C(O)C(=O)N2c2cc(C)on2)c1 (centres undefined)	-16	-3	1.2	1	-3	-2	29	21	-5
Cc1ccc(NC(=O)CCCn2c(=O)oc3ccccc32)c(O)c1	-11	-7	0.8	-24	-1	15	11	16	-21
